SW480 rerep = A quantitative high throughput screen for small molecules that induce DNA re-replication in SW480 colon adenocarcinoma cells | SW480 DNA re-replication, Hoechst DNA content imaging, 48 h | Potency, µM (series often up to 46.1 µM), inactives show at the highest dose re-replication activation, most hits filed as activators | actives 1.8% (n = 340,000); further: % of control where 0% means no effect; nearly all actives have a fitted effect of over 55% in size
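Quantitative HTS format with DMSO vehicle controls; 48 hr drug incubation at 37 C, then 40 min Hoechst staining and scanning imager measurement at 405 nm excitation.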
KB-V1 cytotox = qHTS assay for MDR1-selective chemotherapeutics: Primary screen using the drug-selected MDR subline cells KB-V1; KB-V1 MDR cells viability, CellTiter-Glo, 72 h; Potency, µM (doses to about 46.1 µM), without a hit: at the top dose activity change, negative = cytotoxicity, usual class: cytotoxic; actives 3.4% (n = 400,000); AID 1347076, 2019; further: on the % scale 0 is the no-effect control and ±100 the full control effect; nearly all actives have a fitted effect of over 60% in size
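Cells of the MDR subline KB-V1 are plated, dosed with compound at multiple concentrations, and incubated 72 h at 37 degrees C; CellTiter-Glo is then added and luminescence read after 10 min.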
HT1080NT lethal = qHTS for induction of synthetic lethality in tumor cells producing 2HG: qHTS for the HT-1080-NT fibrosarcoma cell line; HT-1080-NT fibrosarcoma viability, CellTiter-Glo ATP luminescence, 48 h; Potency, µM (highest dose often 46.1 µM), for inactives: at the top dose activity, negative = less viability, hits mostly cytotoxic; actives 1.6% (n = 360,000); AID 686970, 2013;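 further: NT is the 2HG producing partner of a matched IDH1 knockdown line; 0% = DMSO-treated cells and -100% = media-only wells without cells; nearly all actives have a fitted effect of over 55% in size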
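A 48-hour cytotoxicity screen used HT-1080-NT cells plated 2 hours before compound delivery. ATP-based CellTiter-Glo luminescence measured viability, normalized to DMSO and no-cell controls.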
HT1080 IDH1KD tx = qHTS for induction of synthetic lethality in tumor cells producing 2HG: qHTS for the HT-1080-IDH1KD cell line | HT-1080 IDH1 knockdown viability, ATP luminescence, 48 h | Potency, µM (top dose mostly 46.1 µM), inactives show at the highest dose activity, negative = toxicity, actives largely listed as cytotoxic | actives 2% (n = 360,000) | AID 686971, 2013;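 further: 0% = DMSO wells and -100% = cell-free medium wells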
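Viability of IDH1-knockdown HT-1080 fibrosarcoma cells was assessed by CellTiter-Glo after 48 h at 37 °C with titrated compound; concentration-effect curves were classified by fit quality and response size.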
GLP1R cytotox = qHTS of GLP-1 Receptor Inverse Agonists: Cytotox Screen; HEK293 cAMP-luciferase reporter cells, luminescence, 24 h; Potency, µM (highest dose often 38.3 µM), inactives show top-dose activity change, negative = inhibition, most hits filed as inhibitors; actives 0.13% (n = 410,000);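 further: loss of luciferase light is scored as toxicity; on the % scale 0 is the no-effect control and ±100 the full control effect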
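Step one: seed cells (200 cells/uL, DMEM with 10% Nu serum, 1% pen-strep). Step two: 12-hour incubation at 37 deg C. Step three: pin 23 nL compound, incubate 24 hr. Step four: add luciferase reagent, read luminescence 12 min later.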
GLP-1R agonist = qHTS of GLP-1 Receptor Agonists; Glucagon-like peptide 1 receptor (Homo sapiens), P43220; HEK293 GLP-1R CRE-luciferase, luminescence, 4-6 h; cells express a hypersensitive GLP-1R form; Potency, µM (series often up to 45.6 µM), without a hit: top-dose activation, actives largely listed as activators; actives 0.007% (n = 380,000); AID 624172, 2012; further: % of control where 0% means no effect
Target sequence (P43220 whole entry, looked up): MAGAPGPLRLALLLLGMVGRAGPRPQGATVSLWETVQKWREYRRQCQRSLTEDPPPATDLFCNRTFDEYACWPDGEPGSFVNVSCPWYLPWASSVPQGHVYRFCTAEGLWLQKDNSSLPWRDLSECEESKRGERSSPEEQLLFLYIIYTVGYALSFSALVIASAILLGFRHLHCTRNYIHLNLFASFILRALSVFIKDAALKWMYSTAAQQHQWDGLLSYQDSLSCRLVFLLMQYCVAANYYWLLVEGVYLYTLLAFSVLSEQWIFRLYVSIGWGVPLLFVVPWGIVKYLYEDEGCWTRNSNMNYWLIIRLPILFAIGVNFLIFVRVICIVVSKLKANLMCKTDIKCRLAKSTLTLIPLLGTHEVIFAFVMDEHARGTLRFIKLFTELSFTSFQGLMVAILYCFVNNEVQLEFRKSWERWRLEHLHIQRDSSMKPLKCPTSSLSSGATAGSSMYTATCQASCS
GLP-1R inv ag = qHTS of GLP-1 Receptor Inverse Agonists (Inhibition Mode); actives 1.6% (n = 410,000); Glucagon-like peptide 1 receptor (Homo sapiens), P43220; AID 624417, 2012; Potency, µM (titrated, usually from 38.3 µM), for inactives: top-dose activity change, negative = inhibition, usual class: inhibitors; HEK293 GLP-1R CRE-luciferase, luminescence, 24 h; GLP-1R form is constitutively active; further: on the % scale 0 is the no-effect control and ±100 the full control effect; nearly all actives have a fitted effect of over 55% in size
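Constitutively active GLP-1R drives a cAMP-responsive luciferase in stably transfected HEK293 cells; test compounds are added after overnight (12 h) attachment and left 24 hr, and signal loss in luminescence marks inhibition.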
KB-3-1 cytotox = qHTS assay for MDR1-selective chemotherapeutics: Primary screen using the parental adenocarcinoma cell KB-3-1. KB-3-1 viability, CellTiter-Glo ATP luminescence, 72 h. Potency, µM (highest dose often 46.1 µM), without a hit: at the highest dose activity change, negative = cytotoxic, actives largely listed as cytotoxic. actives 1.4% (n = 400,000); further: on the % scale 0 is the no-effect control and ±100 the full control effect; nearly all actives have a fitted effect of over 60% in size
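72 h, 37 °C compound treatment of KB-3-1 parental cells; CellTiter-Glo added, 10 min, luminescence read. Data corrected against DMSO-only plates and normalized before curve fitting.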
TDP-43 yeast inh = qHTS of TDP-43 Inhibitors; TDP-43 expressing yeast growth rescue, BacTiter-Glo, 24 h; Potency, µM (doses to about 46.1 µM), for inactives: at the highest dose growth rescue (activation), usual class: activators; actives 1.8% (n = 410,000); further: % of control where 0% means no effect; nearly all actives have a fitted effect of over 50% in size
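Yeast cells expressing TDP-43 under galactose induction are exposed to compounds for 24 hr at 30 deg C. BacTiter-Glo luminescence measures growth, so protective compounds score as activators.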
An asterisk follows results filed as active; ? = inconclusive; · = not tested or not shown; [ ] = remark or other dose. The call rests on the fitted dose curve; in most records, active means well fitted curve in the direction sought with a large enough effect; inconclusive means small, poorly fitted or top-dose-only effect, or another doubt; inactive means no such curve, though single readings can be large; an effect the other way counts as inactive or inconclusive. Potency means the concentration at half of the fitted maximal effect. Random draw from the library; overall some 9.4% were active at least once.

SMILES | SW480 rerep | KB-V1 cytotox | HT1080NT lethal | HT1080 IDH1KD tx | GLP1R cytotox | GLP-1R agonist | GLP-1R inv ag | KB-3-1 cytotox | TDP-43 yeast inh
O=C(NNC(=O)C1CC1)c1cc(=O)[nH]c2ccccc12 | 7% | 0% | -1% | -3% | -2% | 5% | 9% | 4% | -8%
O=C(NCCCN1CCOCC1)c1cccc(S(=O)(=O)N2CCN(c3ccccc3)CC2)c1 | -16% | 0% | -6% | -7% | 8% | 11% | -4% | 1% | -21%
CCOc1ccc(CCNC(=O)C2CC(=O)N(Cc3ccc(OC)cc3)C2)cc1OCC (stereo not given) | 1% | 6% | 5% | 0% | -7% | 7% | -5% | 0% | 7%
CC1(C)CC(=O)C=C(NCCCN2CCCC2=O)C1 | -4% | -6% | 13% | 19% | 6% | 8% | 3% | -4% | -3%
O=C(Cc1ccc(S(=O)(=O)N2CCOCC2)s1)NCCOc1ccccc1F | ? | -16% | 1% | 2% | 5% | 17% | 41%[activator] | 1% | -13%
CCC(C)NS(=O)(=O)c1ccc(N2CCCCS2(=O)=O)cc1 (stereo not given) | · | 6% | · | · | -2% | · | -9% | -28% | 27%[9.22 µM]
CC(CN1CCOCC1)OC(=O)c1ccccc1Cl (stereo not given) | -13% | 0% | 21% | 14% | 3% | 0% | 7% | -1% | 0%
COc1ccc(OCC(O)CN2C(=O)c3ccccc3S2(=O)=O)cc1 (stereo not given) | 0% | 0% | 13% | 0% | -13% | 2% | 0% | 0% | -9%
CCOc1cc(N2CCOCC2)c(OCC)cc1NC(=O)COC(=O)CCOc1ccc(C)cc1 | 0% | 24% | 3% | 0% | 0% | 2% | 4% | 12% | ?
Cc1cccc(Nc2nc(N)c([N+](=O)[O-])c(N3CCOCC3)n2)c1 | 2% | -3% | 1% | -9% | -12% | 30% | 17% | 4% | 30%
O=C(Nc1ccc(N2CCOCC2)c(Cl)c1)c1ccccc1Cl | 1% | 2% | 18% | 4% | 7% | 11% | -7% | 0% | ?
C[C@@H]1O[C@@H](OC[C@@H]2O[C@H](Oc3c(-c4ccc(O)cc4)oc4cc(O)cc(O)c4c3=O)[C@@H](O)[C@H](O)[C@H]2O)[C@H](O)[C@H](O)[C@H]1O | -3% | 0% | 11% | 8% | -1% | -5% | 17% | 0% | -1%
O=C(N/C=C/c1ccco1)OCc1ccccc1 | 2% | 15% | 0% | 1% | -1% | 3% | 10% | 4% | ?
CN1CCN(c2ncnc3c2ncn3[C@H]2CN(Cc3ccccc3)C[C@@H](CO)O2)CC1 | · | 2% | 3% | 14% | 3% | 12% | 6% | 0% | ?
NS(=O)(=O)c1ccc(CCN2C(=O)/C(=C\c3ccc(Cl)cc3)SC2=S)cc1 | ? | 18µM* | 2% | 5% | -19% | 6% | ? | ? | -1%
COc1ccc(C2C3=C(CC(C)(C)CC3=O)Oc3ncn(Cc4ccccc4)c(=N)c32)cc1 (stereo not given) | ? | 3.3µM* | ? | ? | -4% | 0% | 0% | -5% | 17%
CCOC(=O)c1cc(-c2ccc(Cl)cc2)nc2c1c(C)nn2CCC#N | -2% | -23% | 3% | 2% | 1% | 1% | ? | -19% | -11%
O=C1CC(c2cccc(Br)c2)C2=C(COC2=O)N1 (stereo not given) | -2% | 15% | 0% | 1% | 5%[7.66 µM] | 1% | -2%[7.66 µM] | -7% | -23%[9.22 µM]
Cn1c(=O)c2c(nc(Sc3ncnn3CC(=O)NC(C)(C)C)n2C)n(C)c1=O | -17% | 14% | 28% | 23% | -2% | 13% | -4% | 3% | -10%[9.22 µM]
O=C(O)c1c[nH]c2ccc(S(=O)(=O)N3CCN(c4ccc(F)cc4)CC3)cc2c1=O | -7% | 4% | 18% | 0% | 4% | 1% | 0% | -2% | -10%
CCCN(C(=O)CSc1ccccc1C(=O)O)C1CCS(=O)(=O)C1 (stereo not given) | 1% | -18% | 2% | -3% | 5% | -3% | 0% | -2% | -13%
C=CCO/N=C/C1=C(O)C(C(=O)OC)C(C)(C)CC1=O (stereo not given) | 0% | 3% | 7% | 16% | 2% | 1% | 6% | 3% | 12%
Cn1nnnc1Sc1ncnc2scc(-c3ccc4c(c3)OCO4)c12 | 12% | 0% | · | · | · | -3% | · | 0% | ·
CCOC(=O)c1cc(S(=O)(=O)NCc2cccc(Cl)c2)[nH]n1 | · | ? | · | · | -3% | · | 4% | 2% | 23%
CC(C)c1ccc(CN(Cc2ccco2)c2cnc(S(C)(=O)=O)nc2C(=O)Nc2ccc(F)cc2)cc1 | · | -7% | · | · | -1% | · | ? | -8% | 10%
CCCNc1c(NS(=O)(=O)c2ccc(OC)c(OC)c2)c(=O)oc2ccccc12 | -2% | -5% | 13% | 10% | -7% | 0% | 5% | 6% | 6%
COCCCNC(=O)CN(c1ccc(OC)cc1)S(=O)(=O)c1ccc(NC(C)=O)cc1 | -20% | 0% | 10% | 13% | -1% | -7% | 6% | 6% | -2%
CCN1C(=O)/C(=C\N(C)C)c2ccccc21 | 2% | -19% | 6% | -2% | 0% | 3% | 0% | 7% | 6%
Cn1c(N)c(C(=O)COC(=O)COc2ccccc2Cl)c(=O)n(C)c1=O | -7% | 7% | -2% | -2% | 5% | 3% | 11% | -4% | 16%
Cc1ccc(/C=N/N2CCOCC2)s1 | -18% | 11% | 6% | 5% | -6% | 11% | 50%[activator] | 6% | -8%[0.397 µM]

5 entries from above, sorted by SMILES length, highest first:
SMILES | SW480 rerep | KB-V1 cytotox | HT1080NT lethal | HT1080 IDH1KD tx | GLP1R cytotox | GLP-1R agonist | GLP-1R inv ag | KB-3-1 cytotox | TDP-43 yeast inh
COCCCNC(=O)CN(c1ccc(OC)cc1)S(=O)(=O)c1ccc(NC(C)=O)cc1 | -20% | 0% | 10% | 13% | -1% | -7% | 6% | 6% | -2%
Cn1c(N)c(C(=O)COC(=O)COc2ccccc2Cl)c(=O)n(C)c1=O | -7% | 7% | -2% | -2% | 5% | 3% | 11% | -4% | 16%
CCOC(=O)c1cc(S(=O)(=O)NCc2cccc(Cl)c2)[nH]n1 | · | ? | · | · | -3% | · | 4% | 2% | 23%
CCN1C(=O)/C(=C\N(C)C)c2ccccc21 | 2% | -19% | 6% | -2% | 0% | 3% | 0% | 7% | 6%
Cc1ccc(/C=N/N2CCOCC2)s1 | -18% | 11% | 6% | 5% | -6% | 11% | 50%[activator] | 6% | -8%[0.397 µM]

Remaining list, next part.
SMILES | SW480 rerep | KB-V1 cytotox | HT1080NT lethal | HT1080 IDH1KD tx | GLP1R cytotox | GLP-1R agonist | GLP-1R inv ag | KB-3-1 cytotox | TDP-43 yeast inh
C[C@H](CO)N1C[C@H](C)[C@@H](CN(C)C(=O)Cc2ccccc2)OCCCC[C@H](C)Oc2ccc(NC(=O)NC3CCCCC3)cc2C1=O | · | ? | -26% | -16% | -8% | -4% | -27% | -6% | 17%
CCSc1nnc(NC(=O)C2CSC3(C)CCC(=O)N23)s1 (stereo not given) | -2% | ? | 9% | 0% | 6% | -2% | 3% | -2% | 24%
COc1ccc(Cc2nnc(NC(=O)c3ccc(OC)c(OC)c3)s2)cc1 | ? | -15% | -13% | -13% | -14% | 18% | 30%[activator] | ? | ·
CCc1c(C#N)c(N)nc(SCC(=O)OCc2ccccc2)c1C#N | -6% | 0% | -2% | 0% | 4% | 21% | 63%[activator] | -5% | -2%
COCCNC(=O)CNS(=O)(=O)c1ccc2nc(C)sc2c1 | -3% | 17% | -2% | -2% | 14% | -8% | -3% | -5% | 8%
CCOc1ccc(NC(=O)CC2C(=O)N(c3ccc(OC)cc3)C(=O)N2Cc2ccc(OC)cc2)cc1 (stereo not given) | -3% | 0% | -1% | -17% | -20% | 12% | 13% | 5% | 0%
c1ccc(Cc2noc(CN3CCC(CN4CCOCC4)CC3)n2)cc1 | -5% | -14% | 1% | 1% | 7% | 2% | -15% | -3% | -37%[inhibitor][9.22 µM]
CC(C)c1ccc(OCC(=O)N(c2ccccn2)C2CCCCC2)cc1 | -10% | 0% | -4% | -4% | -6% | 19% | ? | -8% | -30%[inhibitor]
O=S(=O)(O)c1ccc2c(N=Nc3ccc(S(=O)(=O)O)c4ccccc34)c(O)c(S(=O)(=O)O)cc2c1 | -10% | ? | · | · | · | -1% | · | ? | ·
O=C(CSc1nnnn1-c1cccnc1)Nc1cccc(Cl)c1 | -14% | ? | -1% | -7% | 8% | 11% | -5% | ? | 1%
Cc1nc(CN(C)C(=O)c2cc(COc3ccc4ncccc4c3)on2)cs1 | ? | ? | 4.1µM* | ? | -4% | 6% | 5% | ? | 13%
CC(C)(C)c1nnc(NS(=O)(=O)c2ccc([N+](=O)[O-])cc2)s1 | 4% | -12% | -9% | -8% | -2% | -1% | -4% | -3% | -3%
O=C(OCn1nnc2ccccc2c1=O)c1cc2ccccc2o1 | 1% | 0% | -1% | 0% | -1% | 3% | 15% | 7% | 10%
CCCCNC(=O)OCC(CC)NC(=O)OCC(C)C (stereo not given) | 2% | -14% | -3% | -1% | -2% | 6% | -2% | -1% | 3%
O=C(c1ccccc1)C1CCN(CC(=O)N2CCN(c3ccccc3)CC2)CC1 | 2% | 0% | -8% | -6% | -2% | -6% | -39% | 1% | -1%
CC1(C)NC(=O)N(CCOc2cccc(Oc3ccccc3)c2)C1=O | -1% | ? | -3% | ? | 2% | 29% | 20% | -38% | -7%
FC(F)(F)c1nc(NCc2cccnc2)c2ccccc2n1 | 0% | 0% | -12% | -13% | 11% | 23% | 38%[activator] | -10% | -19%[1.82 µM]
